Bioassay records: PubChem, several laboratories
Insulin prom up – MIN6 insulin promoter up-regulation | MIN6 insulin promoter-GFP reporter, high-content imaging; hits give high values | z-score at 5 µM | hit rate 0.3% among 190,000 | AID 1625;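 active means z-score above 3 at 5 µM with at least 500 cells counted in the well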
Hep lipid drop – modulators of hepatic lipid droplet formation | AML12 mouse hepatocytes, oleate lipid droplets, BODIPY imaging | inhibition, % at 6.5 µM | hit rate 0.4% among 240,000 | AID 1656;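 active means lipid droplet intensity inhibited by at least 50%, with more than 500 cells counted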
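Assay system: AML12 mouse liver cells | Compound dosing: One dose, 6.5 µM compound | Read-out basis: Droplet intensity reduction, % inhibition | Measured by: Fluorescence imaging, 20x objective, two fields per well | Schedule: Overnight treatment with compound plus oleate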
WT yeast gro inh – growth inhibition of WT yeast, mitochondrial fusion screen. mitochondrial fusion phenotypic screen, WT strain. inhibition, % at 10 µM. hit rate 2.1% among 190,000. AID 1362; in the data active means inhibition above about 58%; tested in S. cerevisiae
ER stress rescue – protection against thapsigargin-triggered cell killing – 384-well, CSM14.1, ATP luminescence, primary screen (AID 1222); CSM14.1 thapsigargin-induced death rescue, ATP luminescence; higher % means a stronger effect; cellular ATP content (survival), % at 20 µM; hits with a dose series show EC50 in µM; 190,000 tested, under 10 active;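 active means EC50 below 50 µM in the dose-response confirmation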;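 further: death triggered by thapsigargin at about 15 µM added after 2 h compound pretreatment; cell ATP read after overnight thapsigargin exposure of roughly 18 to 22 hours; normalized against plate controls of thapsigargin alone and 5% DMSO vehicle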
Autophagy HCS – modulators of autophagy | MEF GFP-LC3 puncta imaging; test concentration mostly 10 µM | calls only at 10 µM (by protocol) | hit rate 0.98% among 190,000 | AID 463193;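 active means percentage of spot-positive cells more than 3 SD above its plate mean, without a fluorescence outlier flag or 80% toxicity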;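 further: spot-positive cell cutoff set from DMSO-treated cells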
Dynein transport – blocks dynein driven cargo transport along microtubules. z-score, hits read low. 3617.4 mouse cells, GR-EGFP nuclear translocation imaging; test concentration mostly 20 µM; stimulated with dexamethasone, 1 µM; hits give low values. hit rate 0.47% among 220,000;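 active means plate z-score of nuclear minus cytoplasmic receptor signal below a set negative limit, without overly bright fluorescence or cell loss, cut at about -3.5 in these data, passing the limit was not always enough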;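 further: z-score of nuclear minus cytoplasmic ring GR-EGFP intensity difference per well; some compounds called inactive have numbers as strong as hits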
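Buffer or medium: tet-free, stripped-serum medium; reagent: dexamethasone at 1.0 µM final, 30 min; incubation: 48 h induction, 1 h compound, 30 min dex at 37 °C; measured by: formaldehyde fixation, Hoechst nuclear stain, 10x automated fluorescence imaging; read-out: nuclear-to-cytoplasmic GR-EGFP distribution per well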
b-catenin transl – modulators of beta-catenin nuclear translocation; HeLa beta-catenin nuclear translocation, immunofluorescence imaging; nuclear translocation activity, % at 5 µM; hit rate 0.3% among 190,000;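 active means nuclear translocation activity above 50% at 5 µM, with a well cell count of 50 or more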;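 further: per-cell ratio of nuclear to cytoplasmic median beta-catenin stain intensity; plate controls were DMSO negative control for no effect and GSK-3 inhibitor IX positive control for full effect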
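Technique: fluorescence imaging of beta-catenin antibody stain plus DAPI / Material: human HeLa cell line / Incubation: compound treatment 24 h, 37°C, 5% CO2 / Read-out basis: % activation of per-cell nuclear versus cytoplasmic median beta-catenin signal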
MT stabilizer – microtubule stabilizers in HeLa cells; % tubulin-high responders, % at 10 µM; HeLa tubulin immunostaining HCS, 24 h; share of cells brighter than vehicle mean+2SD; AID 2205; hit rate 0.83% among 200,000;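 active means plate Z-score above 3 for both tubulin-high and condensed-nucleus cell shares, with cell loss under 80%, at 10 µM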;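 further: anti alpha tubulin signal scored within the nucleus-defined area of each cell; some results filed as inactive read as strong as hits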
XIAP displacement – small molecules displacing peptide from XIAP – biochemical, IAP family, fluorescence polarization (AID 1018) | XIAP BIR domain, fluorescence polarization peptide displacement; higher % means a stronger effect | one-dose displacement, % at 20 µM; IC50 in µM for titrated hits | hit rate 0.007% among 200,000; in the data active means displacement above about 50%; further: a part of the inactive calls stands beside numbers as strong as those of hits
WT yeast gro inh mutant strain – recorded beside WT yeast gro inh, whose call it bears; inhibition, %; mitochondrial fusion phenotypic screen, mutant strain inhibition
Dynein transport cytoplasmic EGFP – also measured in Dynein transport; calls as there; z-score; measured here: cytoplasmic GR-EGFP intensity; hits give high values
Dynein transport nuclear GR-EGFP – second read-out of Dynein transport, no call of its own (marks repeat the call); z-score; measured here: nuclear GR-EGFP intensity;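 lower value marks the stronger effect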
Dynein transport cell count – second read-out of Dynein transport, no call of its own (marks repeat the call); z-score; measured here: cell count per field
Insulin prom up cell count – also measured in Insulin prom up; calls as there; cell count; measured here: cytotoxicity, nuclei count;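 total cells summed across four imaged fields per well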
Hep lipid drop cells 6.5 µM – recorded beside Hep lipid drop, whose call it bears; cell count; measured here: cell count, cytotoxicity flag;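 cells counted across two imaged fields per well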
b-catenin transl cell count 5 µM – second read-out of b-catenin transl, no call of its own (marks repeat the call); cell count; measured here: cell count, cytotoxicity flag
MT stabilizer Hoechst-high % – recorded beside MT stabilizer, whose call it bears; % Hoechst-high responders; measured here: nuclear condensation Hoechst responders;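 share of cells brighter than vehicle mean plus two SD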
MT stabilizer cytotoxicity % – also measured in MT stabilizer; calls as there; toxicity, %; measured here: cytotoxicity by cell density;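 0% = mean cell density of plate MIN control wells and 100% = no cells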
Autophagy HCS cell loss 18 h – further read-out of Autophagy HCS, marked with its call; toxicity, %; measured here: cell loss, nuclei count;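 cell loss after 18 h compound exposure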
Active calls of the source: *; i = inactive; / = not tested or not shown.

SMILES	Dynein transport	Hep lipid drop	XIAP displacement	MT stabilizer cytotoxicity %	Insulin prom up	MT stabilizer	b-catenin transl	Dynein transport cell count	Hep lipid drop cells 6.5 µM	b-catenin transl cell count 5 µM	WT yeast gro inh	Dynein transport cytoplasmic EGFP	Autophagy HCS cell loss 18 h	ER stress rescue	Autophagy HCS	WT yeast gro inh mutant strain	MT stabilizer Hoechst-high %	Insulin prom up cell count	Dynein transport nuclear GR-EGFP
COc1ccc(C2C=C(C34CC5CC(CC(C5)C3)C4)NC(=S)N2)cc1 (stereo not drawn)	-0.463	-22.1	-2.3%	10.4	-1.68	3.0	1.3	-0.28	591	929	69.8*	-0.273	-6.4	-3.9%	i	42.8*	4.0	1123	-0.405
Cc1ccc2[nH]c(=O)c(CNC(C)C)cc2c1	-0.132	/	-3.3%	12.6	0.09	3.6	-6.6	-0.732	/	814	9.4	-0.102	-10.1	-2.0%	i	3.4	2.4	1114	0.51
Cc1ccc(C(=O)O/N=C(\c2ccccc2)c2cccnc2)cc1	0.161	-25.4	-4.9%	3.2	/	7.2	-0.3	0.375	575	972	1.4	-0.313	-2.0	-3.3%	i	2.1	2.3	/	-0.264
CCn1c(SCc2nc3sc(C(=O)O)c(C)c3c(=O)[nH]2)nc2ccccc21	-0.0945	1.8	-39.3%	7.8	/	1.8	-1.0	-0.0987	784	1217	-2.9	-0.265	-4.8	0.1%	i	-16.3	1.9	/	-0.00412
COC(=O)c1[nH]c2ccc(C)cc2c1NC(=O)CN1CCN(C(=O)c2ccccc2)CC1	2.82	-12.1	-5.2%	5.4	-0.71	3.0	/	-0.544	671	/	6.2	-0.257	2.2	/	i	1.5	2.1	1159	1.23
CC(=O)N1C2CCCCC2S[C@H]2CCCCC21 (stereo partly drawn)	-0.408	/	-0.7%	0.3	0.24	1.3	-7.2	0.382	/	992	0.2	0.00502	4.9	0.7%	i	3.6	1.5	1267	-0.275
Clc1ccc(CSc2nnc(CN3CCOCC3)n2-c2ccccc2)cc1Cl	-0.616	-23.2	-3.4%	10.3	-0.1	2.1	-4.8	1.55	764	1125	34.2	-0.211	5.8	1.3%	i	-39.1	1.0	906	0.0122
O=C1CC[C@@H](CN(Cc2ccccn2)Cc2nc(Cc3cccc(C(F)(F)F)c3)no2)N1	0.682	-17.7	-7.6%	11.5	0.02	2.9	-0.2	0.343	720	1090	-18.9	-0.384	0.4	0.0%	i	1.4	2.8	1386	0.266
CCOc1cc(C(=O)Nc2nnc(C)s2)cc(OCC)c1OCC	0.149	-5.6	-1.5%	5.5	2.03	2.5	0.3	-0.138	602	1054	6.9	-0.165	/	/	/	10.6	1.8	1423	0.424
COc1cc(CCC(=O)Nc2ccc(C)c(S(=O)(=O)N(C)C)c2)cc(OC)c1OC	-0.241	-29.7	-2.7%	6.1	-0.88	1.4	-0.3	-0.235	578	1075	-19.0	-0.167	-21.2	-2.8%	i	-2.6	2.1	1467	0.185
Cc1ccc(NC(=O)CC2=NC(=O)C(CC(=O)Nc3ccccc3F)S2)cc1 (stereo not drawn)	-0.599	1.2	-2.4%	6.7	0.83	4.2	0.8	0.519	732	1496	-0.7	0.546	3.3	-1.1%	i	-4.9	1.5	1520	-0.0484
CCCCCCOc1ccc(/C(N)=N/O)cc1	-0.818	/	-1.3%	3.5	/	5.1	-1.2	1.19	/	970	-13.2	-0.226	11.0	-3.9%	i	-12.2	2.8	/	-0.192
C/C(=N\NC(=O)COc1ccccc1-c1ccccc1)c1ccccn1	-0.509	4.4	-6.8%	27.1	-0.85	7.5	-1.3	0.476	683	965	71.8*	-0.353	37.6	23.7%	i	61.8*	0.2	1175	-0.262
Cc1ccc(C(=O)N2CCN(c3ccccc3F)CC2)cc1S(=O)(=O)N1CCOCC1	-0.296	11.6	-6.0%	0.9	/	1.9	1.5	0.227	717	1110	9.4	-0.213	15.8	3.0%	i	4.2	1.8	/	-0.0253
Cc1cnc(CN2CCc3c([nH]c4ccccc34)C2CC(C)C)[nH]1 (stereo not drawn)	-0.246	-22.0	-9.7%	9.8	/	2.1	-0.4	-0.91	663	1495	5.9	0.112	-8.1	1.1%	i	0.7	2.5	/	-0.163
O=C1CS/C(=N/N=C/c2ccc(OS(=O)(=O)c3ccccc3)cc2)N1	0.714	0.3	-3.6%	4.0	0.1	3.0	1.3	-0.512	724	1125	-3.4	-0.0346	-6.4	-0.7%	i	-1.9	2.3	1201	1.13
COc1ccc([N+](=O)[O-])cc1-n1cccc1	-0.826	-28.0	-9.4%	0.7	0.06	2.4	-1.3	0.872	644	529	13.3	-0.255	6.3	0.2%	i	-6.7	1.7	1400	-0.204
Cc1ccc(N2CCN(S(=O)(=O)N3CCCCC3)CC2)cc1Cl	0.385	-13.4	-3.9%	5.6	0.38	2.1	3.3	-1.07	694	578	-4.7	-0.218	-6.2	-0.7%	i	-10.5	2.3	1334	0.522
Cc1ccccc1C(=O)OCn1nnc2ccccc2c1=O	0.349	-15.4	-9.6%	8.0	/	1.6	-2.1	-0.164	699	1257	-11.0	-0.115	-11.3	/	i	-4.2	1.2	/	0.446
COc1ccc(-n2c(SCC(=O)Nc3ccc4c(c3)OCO4)nc3c(c2=O)SCC3)cc1	0.767	/	-2.0%	4.8	0.87	1.5	0.9	-0.128	/	1181	17.3	-0.153	-10.0	1.5%	i	6.7	3.5	981	0.505
Cc1cccc(C)c1NC(=O)CSc1nnc(C)n1-c1ccccc1	0.0847	-1.7	-5.2%	0.7	/	3.3	-3.7	0.665	786	524	-4.1	-0.251	-6.7	-0.8%	i	-7.3	1.1	/	0.441
CC(=O)Nc1ccc(NC(=O)CSc2ccc(C(F)(F)F)cc2[N+](=O)[O-])cc1	0.588	4.0	-8.6%	6.0	-0.25	3.5	2.1	-0.712	640	1127	-4.9	-0.231	-9.9	-0.6%	i	1.4	3.9	1527	0.482
CC[C@H](C)[C@H](NC(N)=O)C(=O)Nc1ccc(OC)c(Cl)c1	-0.635	-2.9	-6.0%	6.4	-0.3	1.5	3.8	-0.0127	665	1096	-17.3	-0.15	-5.7	0.5%	i	8.8	2.2	1252	-0.48
Cc1ccc(CN2CC(C(=O)Nc3ccc(S(=O)(=O)Nc4cc(C)nc(C)n4)cc3)CC2=O)cc1 (stereo not drawn)	-0.971	/	-3.4%	6.8	1.2	2.5	-0.9	0.705	/	1194	5.3	-0.112	-16.5	-0.3%	i	12.9	2.5	1198	-0.455
NC1=NC2(CCC(c3ccccc3)CC2)n2c(nc3ccccc32)N1 (stereo not drawn)	-0.836	18.9	-6.7%	5.7	-1.01	2.9	/	0.967	759	/	-0.4	-0.181	-15.0	-1.2%	i	-7.7	2.0	669	-0.26
COc1ccc(-c2cn3c(C)c(C(=O)Nc4cccc(NC(C)=O)c4)sc3n2)cc1	-0.476	/	-16.9%	3.0	/	1.9	/	-0.202	/	/	14.9	0.85	-13.1	-2.2%	i	-6.0	1.1	/	0.0364
CCOC(=O)CNNC(=O)Nc1ccc(Cl)c(Cl)c1	0.0867	-1.9	-8.0%	0.9	0.08	1.2	0.9	0.946	677	536	4.4	-0.343	-11.3	-2.7%	i	10.1	1.6	1170	-0.375
O=C(O)CNc1nc(-c2ccccc2)nc2c1oc1ccccc12	-0.0363	3.2	/	/	0.15	/	0.5	-0.0146	743	1308	/	0.568	/	/	/	/	/	1055	0.495
Oc1ccc(N=Cc2ccc(-c3cccs3)s2)cc1	-1.16	/	-6.1%	10.6	-1.98	2.8	-1.5	0.211	/	819	2.8	0.018	20.3	0.5%	i	22.6	2.8	1033	-0.68
COc1ccccc1/C=C/C(=O)OCC(=O)Nc1ccccc1Sc1ccccc1	0.843	-30.6	-6.0%	7.8	0.51	2.4	-0.9	-0.548	626	909	20.4	-0.244	8.8	-1.9%	i	3.1	1.5	1154	0.044

Random draw from the library (roughly 4% active in at least one column).
